NCI-60 one-dose screen, 48 h, at 10 µM unless noted. Numbers give growth in % (100 = growth as untreated, 0 = no growth, -100 = all killed).
HOP-92 = HOP-92 NSCLC cells; 71,000 tested, 6.3% active
UACC-257 = UACC-257 melanoma; 78,000 tested, 4.4% active; AID 1794764
A549/ATCC = A549/ATCC NSCLC; 81,000 tested, 3.7% active
UACC-62 = UACC-62 melanoma. 81,000 tested, 5.4% active. AID 1794756
SK-MEL-28 = SK-MEL-28 melanoma; AID 1794761; 81,000 tested, 4.1% active
M14 = M14 melanoma; AID 1794745; 80,000 tested, 6.2% active
SK-MEL-5 = SK-MEL-5 melanoma; 80,000 tested, 6.4% active; AID 1794755
EKVX = EKVX NSCLC | 71,000 tested, 3% active
* = called active by the depositor; . = no result given; & = joins results of further samples; [ ] = another dose, or the depositor's remark. The calls were made as follows: active = growth percent below 10; inactive = the rest.

SMILES	HOP-92	UACC-257	A549/ATCC	UACC-62	SK-MEL-28	M14	SK-MEL-5	EKVX
CC(C)OC(=O)c1cccc([N+](=O)[O-])c1	103	123	113	98	111	105	108	106
O=C(CNC(=O)c1cccc2ccccc12)Nc1ccccc1Oc1ccc(O)cc1	78[5 µM]	77[5 µM]	27[5 µM]	55[5 µM]	60[5 µM]	9.6*[5 µM]	28[5 µM]	52[5 µM]
O=C1NC(c2ccccc2)(c2ccccc2)C(=O)N1Cc1ccc(Cl)cc1	.	96	75	62	99	91	92	85
CCN(Cc1ccc(CN(CC)C(=O)c2sc3ccccc3c2Cl)cc1)C(=O)c1sc2ccccc2c1Cl	75	101	83	97	99	91	90	.
Oc1c(I)cc(I)cc1CN(Cc1ccccn1)Cc1ccccn1	24	1.5*	7.6*	3.9*	28	-17*	-33*	13
CCCNS(=O)(=O)c1cc(C(=O)Nc2cccc(NC(=O)c3cc(S(=O)(=O)NCCC)c(O)c(O)c3O)c2)c(O)c(O)c1O	104	98	102	110	106	98	103	94
COc1c(O[C@@H]2OC(CO)[C@@H](O)[C@H](O)C2O)cc2oc3cc(O[C@H]4O[C@H](CO)[C@H](O)C(O)C4O)c(CC=C(C)C)c(O)c3c(=O)c2c1CC=C(C)C (stereo partly drawn)	102	94	93	93	115	105	101	106
O=[N+]([O-])c1ccc2c(c1)sc1nc(-c3c[nH]c4ccccc34)c(Nc3ccccc3)n12	69	98	97	74	110	100	105	98
C=CCc1cc(Cl)cc2c(OC(C)=O)c(C(C)=O)c(-c3ccccc3)nc12	105	.	102	101	116	104	105	75
COc1ccc(C2=CC(c3ccc4c(c3)OCO4)NC(=O)N2)cc1 (stereo not drawn)	81	102	90	88	107	99	98	91
CC(C)c1sc(NC(=O)c2cc(NC(=O)c3cc(NC(=O)c4cscn4)cn3C)cn2C)nc1C(=O)NCCCN(C)C	-23*	7.5*	105	-73*	-16*	45	-3.4*	27
CC1OC2CC(Nc3c2ccc2c3C(=O)c3ccccc3C2=O)C1O (stereo not drawn)	118&99	109&83	95&92	110&77	145&132	111	95&77	98&82
CCn1c(O)c(/C=N/NC(=O)Cc2ccccc2Nc2c(Cl)cccc2Cl)sc1=S	116	84	92	65	80	102	58	93
CC(=O)C1Cc2ccccc2C1=O (stereo not drawn)	105	90	106	.	115	109	103	81
O=c1ncc2c([nH]1)-c1cn(Cc3ccccc3)cc1CC2	.	117	100	88	176	107	106	80
Nc1cc(=O)[nH]c(SCC(=O)N2CCN(c3cc4c(cc3F)c(=O)c(C(=O)O)cn4C3CC3)CC2)n1	94	95	94	90	104	100	97	96
COc1cccc(C2SC(C)C(=O)N2CCc2cccs2)c1 (stereo not drawn)	.	39	47	49	83	78	27	31
COc1cccc2c1C=C1CCCCC3=Cc4c(OC)cccc4OC13O2	47	62	46	24	54	27	50	61
CSc1cccc(NC(=O)NCCN2CCN(c3ccccc3)CC2)c1	89	108	99	103	96	99	.	.
COc1ccc(C=O)c([N+](=O)[O-])c1O	90	96	106	97	100	106	106	121
CC12CC3CC1C(C(=O)O2)C3C(=O)O (stereo not drawn)	107	92	96	98	106	117	104	105
COc1ccc(/C=C/c2nc(Nc3ccc(S(=O)(=O)Nc4nc(C)cc(C)n4)cc3)c3ccccc3n2)cc1	66	79	42	21	87	47	61	72
C#CCOC(=O)/C=C/c1cn(-c2ccccc2)nc1-c1ccccc1	71	72	76	82	103	99	94	100
Cc1ccc(/C=C/c2nn3c(-c4ccco4)nnc3s2)cc1	107	112	98	91	94	95	98	108
O=C(Nc1ccccc1C(F)(F)F)C1=NCCCCN1	98	99	102	93	106	98	100	93

Additional results.
SMILES	HOP-92	UACC-257	A549/ATCC	UACC-62	SK-MEL-28	M14	SK-MEL-5	EKVX
O=C1C=CC(=O)N1Nc1ccccc1	82	101	100	95	102	103	101	107
COc1ccc([C@H](C)Nc2nc(Cl)nc3ccccc23)cc1	46	48	70	48	60	79	5.6*	19
CCc1c(C)c2cc3c(c(C)c2oc1=O)OCC(c1ccc(OC)cc1)=N3	98	80	83	88	101	99	105	95
O=C(CCn1c[n+](CC(=O)c2ccc(F)cc2F)c2ccccc21)Nc1cccc2cccnc12	.	92	103	97	95	97	89	101
COC(=O)/C=C(/CC(=O)OC)Nc1ccc(OC)cc1	88	105	105	94	110	96	101	.
Cc1nc(Nc2nc3ccccc3o2)nc(-c2cccc([N+](=O)[O-])c2)c1C(=O)Nc1ccc(F)c(Cl)c1	-39*	-11*	5.8*	17	13	16	0.6*	.
COc1cccc2nc(Nc3ccc(NC(=O)c4cccc(Cl)n4)cc3)ccc12	112	.	82	105	107	104	103	97
C=C(C)[C@@H]1CC[C@]2(CO)CC[C@]3(C)[C@H](CC[C@@H]4[C@@]5(C)CCC(=O)NC(C)(C)[C@@H]5CC[C@]43C)[C@@H]12	39	100	84	75	103	94	94	89
CCCCCCCCCCCCOc1ccccc1C=O	.	97	93	102	106	101	101	97
CCCCSc1nnc(-c2c(C)nc3ccc(Br)cn23)o1	73	97	99	70	99	96	78	74
CNC(=O)OCc1c(COC(=O)NC)c2n(c1C)CS(=O)(=O)C2	98	97	96	92	118	101	98	100
Nc1cc2c(cc1Br)-c1ccccc1/C2=N\O	.	107	84	96	117	65	104	70
O=[N+]([O-])c1cccc(Cl)c1	86	88	94	104	112	102	110	105
COc1ccccc1NC(=O)C1CCC(=O)N1c1ccc(C)cc1 (stereo not drawn)	90	90	93	94	102	94	100	101
C/C(=N\N1C(=O)c2ccccc2NC1c1ccccc1[N+](=O)[O-])c1c(O)cc(C)oc1=O (stereo not drawn)	105	94	89	98	108	107	94	101
Cc1nn(-c2ccc(Cl)cc2)c(C)c1N=Nc1ccc2oc(=O)ccc2c1	77	95	78	81	82	104	84	86
CC1CCC(C(C)(C)[N+](C)(C)C)CC1 (stereo not drawn)	101	100	96	104	.	98	103	97
CCN(CC)CCN1C(=O)c2cccc3c(-c4ccc(-c5nc6c7ccccc7c7ccccc7c6[nH]5)cc4)ccc(c23)C1=O	90	113	81	99	114	.	97	80
CN1CCN(Cc2ccc(NC(=O)c3cncc(C#Cc4[nH]nc5ncncc45)c3)cc2C(F)(F)F)CC1	-16*	86	84	40	38	15	71	108
Nc1cnc(Cl)nc1N	103	102	102	104	99	94	100	98
O=C(CSc1nc2ccccc2c(=O)n1-c1ccccc1)Nc1cccc(C(=O)/C=C/c2ccc(Br)cc2)c1	.	107	93	81	118	101	99	96
COc1ccc2oc(=O)cc(/C=N\Nc3nc(-c4ccc(Cl)cc4)cs3)c2c1	82	91	97	74	94	84	87	76
O=c1/c(=C/c2ccccc2F)sc2ncnn12	.	74	94	66	94	76	95	86
COc1ccc(C2CC(c3cc(Cl)c(C)cc3O)=NN2c2ccc(S(N)(=O)=O)cc2)cc1OC (stereo not drawn)	.	70	48	44	85	50	61	46
CCOC(=O)C(=CNc1cccc(N(C)C)c1)C(=O)OCC	89	102	86	72	91	109	85	.

(continued)
SMILES	HOP-92	UACC-257	A549/ATCC	UACC-62	SK-MEL-28	M14	SK-MEL-5	EKVX
CC(C)(N)COS(=O)(=O)O	88	.	.	102	96	98	102	.
COC(=O)c1ccc(CN2C(=O)NC3(C2=O)c2ccccc2-c2ccccc23)cc1	72	90	89	90	98	96	85	92
CSCCC1NC(=O)C(CC(N)=O)NC(=O)C2CCCN2C(=O)C2CSSCC(NC(=O)CNC(=O)C3CSSCC(NC(=O)CNC(=O)C(CCCNC(=N)N)NC1=O)C(=O)NCC(=O)NC(C(C)C)C(=O)NC1CSSCC(NC(=O)C(Cc4ccccc4)NC(=O)C(CCCNC(=N)N)NC(=O)C(NC(=O)CNC(=O)C(C)NC(=O)C4CCCN4C(=O)C(N)CC(N)=O)CSSCC(C(=O)NC(CCCCN)C(=O)NC(Cc4ccccc4)C(=O)O)NC1=O)C(=O)N3)C(=O)N2 (stereo not drawn)	129	104	105	120	103	109	103	.
O=C(/C=C/c1ccc(Cl)c(Cl)c1)c1cccs1	82	102	87	88	105	97	.	93
O=C1/C(=C\c2cccc(OCc3ccc(F)cc3)c2)N=C2SCCCN12	94	.	73	73	79	90	74	64
SCCNCc1ccco1	124	103	96	113	107	102	106	120
C#Cc1cccc(Nc2ncnc3ccc(-c4cnc(Cl)c(NS(C)(=O)=O)c4)cc23)c1	-17*	-9.7*	-29*	-68*	-12*	-27*	-96*	-46*
C/C(=N\NC(=O)CSc1nc2ccccc2c(=O)n1CCc1ccc(S(N)(=O)=O)cc1)c1ccc(F)cc1	.	75	69	84	90	86	78	97
Nc1nc(Cn2c(-c3nonc3N)nc3ccccc32)nc(N2CCCCC2)n1	82	93	93	84	95	98	83	.
CC(C)Cc1cc(CNC(=O)C2[C@H]3CN(C(=O)Cc4ccccc4)C[C@@H]23)nn1-c1ccccc1 (stereo partly drawn)	108	75	66	92	103	93	101	89
CCCCC1(CC)COC(c2ccc(C(C)C)cc2)OC1 (stereo not drawn)	99	.	73	105	108	100	105	98
CC(=O)OCCC(C)(C)C1CCCCC1	113	82	75	107	102	92	101	104
C=C(CC)C(=O)c1ccc(OCC(=O)O)c(Cl)c1Cl	97&71	98&99	101	95&100	111	100&110	100&94	105&99
Cc1c(C(=O)NCCC(=O)NO)sc2ncnc(Nc3ccc(NC(=O)Nc4cccc(C(F)(F)F)c4)cc3)c12	115	108	104	100	110	107	97	91
COc1nc2c(c(=O)n1C)CN(Cc1ccccc1)C(=O)CN2	.	104	92	86	109	91	105	97
COc1ccc(-c2nn(-c3cccc(Cl)c3)cc2-c2c(C#N)c(=O)n3nc(-c4ccccc4C(=O)c4ccccc4)[nH]c3c2C#N)cc1	76	82	64	57	72	69	76	.
c1ccc(-n2cc(-c3nn[nH]n3)c(-c3cccs3)n2)cc1	88	91	88	95	111	107	101	99
CCCCSc1nc(N/N=C/c2cc(Cl)ccc2O)c(C#N)c(-c2ccc(OC)cc2)n1	.	102	100	85	103	97	94	97
C=C1C(=O)O[C@H]2[C@H]1CC/C(CNC(=O)/C=C/c1ccc(Cl)cc1Cl)=C\CC[C@@]1(C)O[C@@H]21	-51*	-52*	21	-65*	-68*	-57*	3.0*	-36*
CC/C(Cc1ccccc1)=C(\c1ccc(OCCN2CCCCCC2)cc1)c1ccc(OC(=O)NCc2ccccc2)cc1	56	78	64	75	87	56	73	70
O=C1NC(=S)NC(=O)C1=Cc1cn(Cc2cn(Cc3ccc(Cl)cc3Cl)nn2)c2ccccc12	106	91	98	99	107	93	92	107
C=CCOc1ccccc1/C=c1\sc2ncnn2c1=O	.	95	94	77	107	90	98	104
Nc1ccc2c(C(F)(F)F)cc(C(F)(F)F)nc2n1	108	101	97	99	114	119	99	92
COC(=O)[C@@H]1CCCN1C(=O)C1CCCN1C(=O)[C@H](Cc1ccccc1)NC(=S)Nc1cc(C(F)(F)F)cc(C(F)(F)F)c1 (stereo partly drawn)	85	96	84	96	97	95	88	.
COc1ccc(Cn2nc3c(c2-c2ccccc2)-c2oncc2CC3)cc1	56	95	94	83	101	105	94	90

The closing 3 entries of the section before lead into the next.
SMILES	HOP-92	UACC-257	A549/ATCC	UACC-62	SK-MEL-28	M14	SK-MEL-5	EKVX
Nc1ccc2c(C(F)(F)F)cc(C(F)(F)F)nc2n1	108	101	97	99	114	119	99	92
COC(=O)[C@@H]1CCCN1C(=O)C1CCCN1C(=O)[C@H](Cc1ccccc1)NC(=S)Nc1cc(C(F)(F)F)cc(C(F)(F)F)c1 (stereo partly drawn)	85	96	84	96	97	95	88	.
COc1ccc(Cn2nc3c(c2-c2ccccc2)-c2oncc2CC3)cc1	56	95	94	83	101	105	94	90
O=C1C2(c3ccccc3)C(c3ccccc3)=C(c3ccccc3)C1(c1ccccc1)C1CC=CC12 (stereo not drawn)	1.5*	78	78	78	108	95	86	.
Cc1ccc(C)c2c1SC1=NNC(C(C#N)C#N)=C(C#N)C(=N)N12	60	101	101	103	116	108	97	.
O=C1CC(c2ccccc2)Cc2nc3ccc(Br)cc3cc21 (stereo not drawn)	40	69	24	36	57	10	2.1*	36
O=C(O)Cc1csc2ccccc12	93	110	93	.	105	105	106	101
Cc1ccc(/C=N/NC(=O)c2cnc3n(c2=O)CCCCC3)cc1	84	95	90	99	100	106	98	89
COc1cccc(Cn2cc(C(=O)Nc3cccnc3Nc3ccc(Cl)cc3)nn2)c1	103	110	101	93	110	110	97	94
COc1cc(-c2nc(-c3nnc(-c4ccc(F)cc4)o3)c3ccccn23)cc(OC)c1OC	78	96	80	86	94	92	77	.
Cc1ccc(-c2nc3nc(-c4ccccc4)nc(N4CCN(S(C)(=O)=O)CC4)c3o2)cc1	102	113	105	107	111	107	100	108
COc1ccc(N2C(=O)CC(Sc3ccccc3N)C2=O)cc1 (stereo not drawn)	.	92	98	86	96	96	103	.
Cc1cc(=O)oc2ccc(C(C)(C)C)cc12	84	105	89	96	107	93	95	92
O=C(Nc1ccccc1CO)c1ccccc1	98	109	108	98	109	100	100	83
COc1ccc(/C=C2\N=C(Nc3ccccc3)N(/N=C/C(O)C(O)C(O)C(O)CO)C2=O)cc1 (stereo not drawn)	101	109	107	96	121	105	99	99
CC(NC(=O)c1ccccc1)C(=O)Nc1ccccc1 (stereo not drawn)	.	103	96	104	115	103	104	105

Four records drawn at random from the list so far, as already listed:
SMILES	HOP-92	UACC-257	A549/ATCC	UACC-62	SK-MEL-28	M14	SK-MEL-5	EKVX
COc1ccc(/C=C2\N=C(Nc3ccccc3)N(/N=C/C(O)C(O)C(O)C(O)CO)C2=O)cc1 (stereo not drawn)	101	109	107	96	121	105	99	99
O=C(Nc1ccccc1CO)c1ccccc1	98	109	108	98	109	100	100	83
COc1cc(-c2nc(-c3nnc(-c4ccc(F)cc4)o3)c3ccccn23)cc(OC)c1OC	78	96	80	86	94	92	77	.
COc1cccc(Cn2cc(C(=O)Nc3cccnc3Nc3ccc(Cl)cc3)nn2)c1	103	110	101	93	110	110	97	94
